RmlCD inh mix = RmlC/RmlD inhibition, mixture screen | RmlC/RmlD coupled enzyme inhibition, 384-well mixture HTS | inhibition, % at 5.5 µM | actives 0.39% (n = 110,000) | AID 1532; in the data active means inhibition above about 30%, passing the limit was not always enough; further: strong numbers were not always called active
RT RNaseH block = blocks HIV-1 RNase H cleavage of RNA/DNA duplex | inhibition, % at 10 µM | actives 1.9% (n = 65,000) | AID 565 | P04585 | RT-RNase H RNA/DNA duplex cleavage, fluorescence; in the data active means inhibition above about 50%
An asterisk follows results filed as active. Some of the compounds tested (hit frequency here may not be typical).

What do the screens show for `CCn1c(=N)n(CC(=O)C(C)(C)C)c2ccccc21`?
RmlCD inh mix: -11

Results for Cc1ccc2cc(C(c3nnnn3Cc3ccccc3)N3CCc4ccccc43)c(=O)[nH]c2c1C (centres undefined) ?
RmlCD inh mix: 11

Results for Cc1c(C(=O)Nc2ccc(F)cc2)oc2ccc(S(=O)(=O)N3CCCC3)cc12 ?
RT RNaseH block: -1

Results for N#CCCn1cc(/C=N/O)c(-c2ccc(Cl)cc2)n1 ?
RmlCD inh mix: -1

Results for COC(=O)c1oc2c(c1C)C1(CCC2)SCCS1 ?
RmlCD inh mix: -11; RT RNaseH block: -23

What do the screens show for `CCN(CC)c1ccc(/C=C(/C#N)c2nc3ccccc3[nH]2)c(OC(C)C)c1`?
RmlCD inh mix: -2

Results for Cc1ccc(-c2cc(-c3nnc(SCC(=O)N(C)CCC#N)n3N)c3ccccc3n2)cc1 ?
RmlCD inh mix: -7; RT RNaseH block: -4

What do the screens show for `COCCNC(=O)C(c1ccc(C)o1)N(Cc1ccc(F)cc1)C(=O)Cn1nnc2ccccc21` (centres undefined)?
RmlCD inh mix: -12; RT RNaseH block: -3

Results for O=C(Oc1ccc(OC(=O)N2CCCCC2)cc1)c1ccccc1 ?
RmlCD inh mix: -9; RT RNaseH block: 0

How did O=C(c1nc2ccccc2s1)N1CCN(c2ccccn2)CC1 do in these assays?
RmlCD inh mix: 6; RT RNaseH block: -8

What do the screens show for `CC(=O)Nc1ccc(NC(=O)CNS(=O)(=O)c2ccc(C)cc2)cc1`?
RmlCD inh mix: 9; RT RNaseH block: 1

What do the screens show for `CCCC(=O)Nc1ccccc1N1CCN(C(=O)C(C)C)CC1`?
RmlCD inh mix: -12; RT RNaseH block: 4

What do the screens show for `Cc1cc(C)c(S(=O)(=O)N2CCC(C(N)=O)CC2)cc1C`?
RmlCD inh mix: -7

What do the screens show for `CCOC(=O)N1CCN(Cc2ccccc2F)CC1`?
RmlCD inh mix: 19; RT RNaseH block: -1

How did CCOc1ccc2nc(NC(=O)CSc3nnnn3C3CCCCC3)sc2c1 do in these assays?
RmlCD inh mix: -7; RT RNaseH block: -22

How did CCn1c(COc2ccc3c(c2)OCO3)nnc1SCC(=O)O do in these assays?
RmlCD inh mix: 9

What do the screens show for `COc1cc(C(=O)OCCN2CCCCC2)ccc1O`?
RmlCD inh mix: -81; RT RNaseH block: -4

Results for CC(C)(C)NC(=O)Cn1c(SCC(=O)NCc2cccs2)nc2ccccc21 ?
RmlCD inh mix: 6; RT RNaseH block: -15

Results for COc1cc(NC(=O)CN2c3cccc4cccc(c34)S2(=O)=O)cc(OC)c1OC ?
RmlCD inh mix: 1; RT RNaseH block: 1

What do the screens show for `CCC(C)N(C(=O)Cn1nnc2ccccc21)C(C(=O)Nc1ccc(F)cc1)c1cccc(OC)c1` (centres undefined)?
RmlCD inh mix: -5

Results for O=C(C1CCN(S(=O)(=O)N2CCCC2)CC1)N1CCCCC1 ?
RmlCD inh mix: 6

Results for N#Cc1cccc(C(c2nnnn2C2CCCC2)N2CCCCCC2)c1 (centres undefined) ?
RmlCD inh mix: -7

Results for CCC(=O)NC1(C(F)(F)F)C(=O)Nc2c1c(=O)[nH]c(=O)n2Cc1ccco1 (centres undefined) ?
RmlCD inh mix: -10; RT RNaseH block: 1

What do the screens show for `N#CC1=C(N)Oc2n[nH]c(-c3cccs3)c2C1c1ccsc1` (centres undefined)?
RmlCD inh mix: -7; RT RNaseH block: -22

Results for Cn1c(=O)[nH]c(=O)c2c1nc(NCc1ccccc1)n2CCCc1ccccc1 ?
RmlCD inh mix: -9; RT RNaseH block: -3

How did Cc1c(C)c2ccc(OCc3ccc(C(=O)O)o3)c(C)c2oc1=O do in these assays?
RmlCD inh mix: 27; RT RNaseH block: -6

How did COc1ccc(Cc2nc3ccc(S(N)(=O)=O)cc3[nH]2)cc1OC do in these assays?
RmlCD inh mix: 8; RT RNaseH block: -2

How did CCCn1c(SCC(=O)N2CCN(c3ccccc3)CC2)nc2ccccc2c1=O do in these assays?
RmlCD inh mix: -2; RT RNaseH block: -60

What do the screens show for `COc1cc(NC(=O)COc2ccc(F)cc2)nc(OC)n1`?
RmlCD inh mix: -7; RT RNaseH block: -12

Results for COc1ccc(CNC(=O)C2=C(C)C(=O)OC23CCC(C)CC3)cc1 (centres undefined) ?
RmlCD inh mix: 6

What do the screens show for `CCOC(=O)C(O)(c1ccc(N)c(OC)c1)C(F)(F)F` (centres undefined)?
RT RNaseH block: 4

What do the screens show for `COc1ccc(-n2c(O)c(C(C)=NCc3ccco3)c(=O)[nH]c2=O)cc1`?
RmlCD inh mix: 13; RT RNaseH block: -5

How did Cc1cc(C)c2c(n1)nn1c(NCCCN(C)C)cc(C)nc21 do in these assays?
RmlCD inh mix: 86*; RT RNaseH block: -7

What do the screens show for `CC1=NN(c2ccc(C(=O)OC(C)C)cc2)C(=O)/C1=C\C=C\c1ccco1`?
RmlCD inh mix: 0

What do the screens show for `Nc1n[nH]c(-c2ccc(Br)cc2)c1Cl`?
RmlCD inh mix: -11; RT RNaseH block: -11

How did COc1ccc2cc(CN(CC3COCCO3)S(=O)(=O)c3ccc(Cl)cc3)c(=O)[nH]c2c1 (centres undefined) do in these assays?
RmlCD inh mix: 6; RT RNaseH block: -5

How did NC(=O)c1nsc(C(=O)N(CC(=O)NCc2ccc3c(c2)OCO3)C2CCCC2)c1N do in these assays?
RmlCD inh mix: 14; RT RNaseH block: 8

How did Cc1onc(-c2ccccc2Cl)c1C(=O)Nc1nnc(-c2ccc(Cl)cc2Cl)s1 do in these assays?
RmlCD inh mix: -13

What do the screens show for `CCn1c2ccccc2c2cc(NC(=O)C/C(C)=N/NC(=O)c3ccccc3N)ccc21`?
RmlCD inh mix: -77

How did O=C(c1cc(-c2cccnc2)nc2ccccc12)N1CCC2(CC1)OCCO2 do in these assays?
RmlCD inh mix: 18; RT RNaseH block: 6

How did O=C(O)CCCN=C1NC2(CCCC2)Cc2ccccc21 do in these assays?
RmlCD inh mix: -15

What do the screens show for `Cc1ccccc1OCC(=O)NCC(=O)N/N=C/C=C/c1ccccc1`?
RmlCD inh mix: -8

What do the screens show for `CCC(=O)N(Cc1cc2cc(OC)ccc2[nH]c1=O)c1cc(C)ccc1C`?
RmlCD inh mix: 10; RT RNaseH block: 1

What do the screens show for `CCOc1cc(CNCCO)cc(Br)c1OCc1ccccc1Cl`?
RmlCD inh mix: -8

What do the screens show for `C/C(=N/NC(=O)CSCc1ccc(Cl)cc1)c1cccc(NC(=O)c2ccccc2)c1`?
RmlCD inh mix: 7

What do the screens show for `N#C/C(=C\c1ccccc1)c1nc2ncccc2[nH]1`?
RmlCD inh mix: -4

Results for CC(=O)c1cc(-c2ccc(F)cc2)n(CCC(=O)Nc2cc(C)[nH]n2)c1C ?
RmlCD inh mix: 3; RT RNaseH block: -13

What do the screens show for `S=c1[nH]nc(-c2cnccn2)n1-c1ccccc1`?
RmlCD inh mix: -6

What do the screens show for `COc1ccc(C(=O)N2CCC(C(=O)NCc3ccccn3)CC2)cc1`?
RmlCD inh mix: -13; RT RNaseH block: -20

What do the screens show for `O=C1N/C(=C\c2ccccc2)c2ccccc21`?
RmlCD inh mix: 41; RT RNaseH block: -55

What do the screens show for `CCOc1nc(Oc2cccc(C(=O)O)c2)nc(Oc2cccc(C(=O)O)c2)n1`?
RmlCD inh mix: 0; RT RNaseH block: -15

Results for Cc1occc1C(=O)Nc1ccc(S(=O)(=O)N2CCCC2)cc1 ?
RmlCD inh mix: 15; RT RNaseH block: 4

What do the screens show for `CC(CN1c2ccccc2Sc2ccccc21)N(C)C` (centres undefined)?
RmlCD inh mix: -14; RT RNaseH block: -29

What do the screens show for `CCOC(=O)c1c(NC(=O)CNCCOC)sc2c1CCCC2`?
RmlCD inh mix: -10

What do the screens show for `COCC(C)n1c(SCC(=O)NC(=O)Nc2ccc3c(c2)OCCO3)nc2ccccc2c1=O` (centres undefined)?
RmlCD inh mix: 6; RT RNaseH block: -25

What do the screens show for `Cc1c(NC(=O)CSc2n[nH]c(-c3ccccc3)n2)c(=O)n(-c2ccccc2)n1C`?
RmlCD inh mix: 3

What do the screens show for `CCn1c(Cc2c(C)[nH]c3ccccc23)n[nH]c1=S`?
RmlCD inh mix: 9; RT RNaseH block: 16

Results for O=S(=O)(c1ccc(F)cc1)c1nc(-c2ccccc2F)oc1N1CCCCC1 ?
RmlCD inh mix: 9

What do the screens show for `O=C(/C=C/c1ccc2c(c1)OCO2)Nc1nc(-c2ccccc2)cs1`?
RmlCD inh mix: -6

Results for O=c1c2ccccc2nc(-c2ccc(Cl)c(Cl)c2)n1O ?
RmlCD inh mix: -1

How did Cc1cc(Nc2cc(F)ccc2C)n2ncnc2n1 do in these assays?
RmlCD inh mix: -11; RT RNaseH block: -2

What do the screens show for `CCOC(=O)C1(CC)CC(CSc2nc3ccccc3[nH]2)OC1=O` (centres undefined)?
RmlCD inh mix: -1; RT RNaseH block: -20

Results for COc1ccc(OC)c(CN(CCCN2CCOCC2)S(=O)(=O)c2ccc(NC(C)=O)cc2)c1 ?
RmlCD inh mix: -9; RT RNaseH block: -4

What do the screens show for `COc1ccccc1NC(=O)c1nn(-c2ccc(Cl)cc2)ccc1=O`?
RmlCD inh mix: -10

What do the screens show for `O=C(c1cc(-c2ccncc2)nc2ccccc12)N1CCC2(CC1)OCCO2`?
RT RNaseH block: 8

Results for CC1(C)OC(=O)C(=CNc2cccc(O)c2)C(=O)O1 ?
RmlCD inh mix: 11; RT RNaseH block: -4

What do the screens show for `CCN(CC)C(=O)c1sc(NC(=O)c2cc(-c3ccc(C)s3)nc3ccccc23)c(C(=O)OC)c1C`?
RmlCD inh mix: 11

How did O=C(Nc1ccccc1)C1=C[C@@H](C2CC2)C[C@@H](OCCCCO)O1 do in these assays?
RmlCD inh mix: 5

How did Cc1cc(Nc2ccccc2)c2c([N+](=O)[O-])cc(C)c(C)c2n1 do in these assays?
RmlCD inh mix: 2

What do the screens show for `O=C(CCS(=O)(=O)c1ccc(Br)cc1)N1CCN(Cc2ccccc2)CC1`?
RmlCD inh mix: 6; RT RNaseH block: -16

What do the screens show for `CCOn1c(=O)c(-c2cccs2)[n+]([O-])c2ccccc21`?
RmlCD inh mix: -6

What do the screens show for `O=C(N/C=N/OCc1cccc(C(F)(F)F)c1)N1OC[C@@H]2COc3ccc4ccccc4c3[C@@H]21`?
RmlCD inh mix: -13

Results for CN(CC(=O)N1CCCC1)S(=O)(=O)c1cc(Cl)ccc1Cl ?
RmlCD inh mix: 0; RT RNaseH block: -22

Results for CN(C)S(=O)(=O)c1cc(C(=O)NCC2CCCO2)c(Cl)cc1Cl (centres undefined) ?
RmlCD inh mix: 44; RT RNaseH block: -2

How did O=C(Cc1cc(=O)[nH][nH]1)N/N=C/C=C/c1ccccc1 do in these assays?
RmlCD inh mix: 21

Results for CCc1ccc(C2CC(c3ccccc3)n3ncnc3N2)cc1 (centres undefined) ?
RmlCD inh mix: 9; RT RNaseH block: -2

Results for CCOc1ccc(CC(=O)Nc2sc(Cc3ccccc3)c(C)c2C(N)=O)cc1OCC ?
RmlCD inh mix: 5

What do the screens show for `COc1ccccc1OCC(=O)Nc1ccc(CSc2ccccc2)cc1C`?
RmlCD inh mix: 41

What do the screens show for `O=C(COC(=O)c1ccccc1[N+](=O)[O-])c1ccc(C2CCCCC2)cc1`?
RmlCD inh mix: 0

What do the screens show for `Cc1ccccc1-n1c(C)nc2sccc2c1=O`?
RmlCD inh mix: -4

How did CC(C)OC(=O)CSc1nnc(-c2ccccn2)n1C do in these assays?
RmlCD inh mix: -14; RT RNaseH block: -12

What do the screens show for `COc1cc(NS(=O)(=O)c2ccc(N=Cc3c(C)[nH]n(-c4ccccc4)c3=O)cc2)nc(OC)n1`?
RmlCD inh mix: 23

How did Cc1cccc(NC(=O)CSc2nnc(-c3ccc(S(=O)(=O)N4CCOCC4)cc3)n2C)c1 do in these assays?
RmlCD inh mix: -42; RT RNaseH block: -16

Source: PubChem BioAssay
